RGS4 act – RGS4 potentiators or activators, primary screen, cell-based, HEK293 M3R inducible RGS4, calcium flux. hit rate 0.92% among 310,000. carbachol calcium flux Fluo4; hits give low values. B-score at 10 µM;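 active = B-score of the integrated calcium signal more than 4 SD below the library mean, with starting fluorescence not abnormally high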;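 also: negative B-score means reduced calcium response which marks RGS4 activation or potentiation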
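Test system: HEK293 cells with stable M3R and inducible RGS4; also added: carbachol at ECmax as muscarinic agonist stimulus; schedule: dye loading 30 min 37 °C, buffer rest 30 min RT; technique: kinetic calcium fluorescence imaging with Fluo4-AM dye, 2 µM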
GSK3A inh – blockers of GSK3A enzyme activity – biochemical, luminescence, cell-free homogeneous, HTS, primary screen; Glycogen synthase kinase-3 alpha (Homo sapiens), P49840; GSK-3 alpha kinase, ADP-Glo luminescence, 60 min; inhibition, % at 10 µM; hit rate 0.1% among 320,000; AID 2650, 2010;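 in the data active = inhibition above about 50%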;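 also: GST-tagged GSK-3 alpha with peptide substrate and 25 µM ATP; 0% = DMSO neutral wells and 100% = GW8510 positive control wells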
KCNQ1 block – inhibitors of human KCNQ1 channel, primary screen, cell-based, thallium flux, high-throughput; Potassium voltage-gated channel subfamily KQT member 1 (Homo sapiens), P51787; CHO-K1 KCNQ1, FluxOR thallium flux fluorescence; hits give high values; B-score at 10 µM; hit rate 1.3% among 310,000; AID 2642, 2010;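 active = compounds whose thallium flux B-score, printed positive for inhibition, exceeds three library SD while starting fluorescence stays within three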;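 also: channel opened by potassium depolarization with thallium stimulus after 20 min compound exposure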
Target sequence (P51787 whole entry, looked up): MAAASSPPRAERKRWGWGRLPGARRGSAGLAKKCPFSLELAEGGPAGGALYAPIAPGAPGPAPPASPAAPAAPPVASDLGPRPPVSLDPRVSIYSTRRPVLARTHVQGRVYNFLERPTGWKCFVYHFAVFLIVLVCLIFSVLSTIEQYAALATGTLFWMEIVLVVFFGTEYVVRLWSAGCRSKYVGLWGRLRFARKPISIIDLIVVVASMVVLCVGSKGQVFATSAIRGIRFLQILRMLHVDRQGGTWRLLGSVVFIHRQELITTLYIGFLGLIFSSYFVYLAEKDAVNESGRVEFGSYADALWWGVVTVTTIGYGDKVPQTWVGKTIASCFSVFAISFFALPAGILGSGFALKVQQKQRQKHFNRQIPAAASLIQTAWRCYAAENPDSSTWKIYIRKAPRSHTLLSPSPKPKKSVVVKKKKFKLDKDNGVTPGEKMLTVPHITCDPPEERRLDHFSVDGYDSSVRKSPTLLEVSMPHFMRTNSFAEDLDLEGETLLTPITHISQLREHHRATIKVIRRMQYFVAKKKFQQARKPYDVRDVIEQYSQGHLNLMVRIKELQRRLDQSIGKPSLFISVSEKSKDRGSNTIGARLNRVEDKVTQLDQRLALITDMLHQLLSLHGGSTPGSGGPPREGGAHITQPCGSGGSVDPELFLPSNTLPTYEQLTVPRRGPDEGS
KCNK9 inh – KCNK9 potassium channel inhibitors, primary screen, HEK293 cells, thallium flux; hit rate 1.2% among 310,000; FluxOR thallium flux fluorescence; hits give low values; B-score at 10 µM;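 active = ratio B-score over 3 SD below the library mean, with starting fluorescence within 5 SD of its mean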;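 also: negative B-score means less thallium flux so channel inhibition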
hERG protect – hERG rescue from dofetilide block, primary screen, cell-based, CHO-hERG, FluxOR thallium flux, dofetilide IC70 | hit rate 0.51% among 310,000 | dofetilide IC70 present | activation (rescue from dofetilide block), less the hit threshold, % at 10 µM;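 active = activation above the mean of controls blocked by dofetilide plus 5 SD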;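 also: thallium influx through hERG after potassium depolarization seen as dye fluorescence rise; in these data hits start at about 4.7%; inactives centre near -7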
GSK3B inh – human GSK3beta kinase inhibitors, primary screen, biochemical, cell-free homogeneous, HTS; GST-GSK3beta kinase, ADP-Glo luminescence, 60 min; hits give low values; Glycogen synthase kinase-3 beta (Homo sapiens), P49841; activity score (negative = inhibition), % at 10 µM; hit rate 0.038% among 300,000;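 active = more than half of replicate wells score below -50%, meaning over 50% inhibition versus plate controls; inconclusive = some replicates but at most half score below -50%; inactive = no replicate scores below -50%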;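 also: 0% = median DMSO wells and -100% = median GW8510 positive control wells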
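test system = GST-tagged human GSK3beta kinase, cell-free | reagent = 25 µM ATP with peptide substrate | dosing = one dose of 10 µM per compound | schedule = 60 min reaction, RT | detection = luminescent ADP-Glo measurement of ADP formed | control set = DMSO neutral wells and GW8510 at 20 µM as positive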
KCNK3 inh – human KCNK3 channel inhibitors, primary screen, CHO cells, FluxOR thallium flux, B-score; hit rate 0.84% among 340,000; FluxOR fluorescence; hits give low values; B-score at 10 µM; Potassium channel subfamily K member 3 (Homo sapiens), O14649;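 active = B-score under library mean minus 4 SD, starting fluorescence ratio at most library mean plus 5 SD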;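 also: more negative B-score means stronger inhibition of thallium flux through KCNK3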
KCNQ1 pot – potentiators or activators of KCNQ1 channel, primary screen, cell-based, thallium flux, high-throughput. Potassium voltage-gated channel subfamily KQT member 1 (Homo sapiens), P51787. CHO-K1 KCNQ1, thallium flux FluxOR fluorescence; hits give high values. B-score at 10 µM. hit rate 0.35% among 310,000. AID 2648, 2010;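 active = fluorescence ratio B-score, a plate-corrected score, at least three library SD, with initial intensity B-score within 5 SD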
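assay system = CHO-K1 cells stably expressing KCNQ1 | medium = assay buffer, equal DMSO in all wells | timing = 37 °C overnight plating, 90-min dark dye load, 20-min compound pretreatment | measured by = kinetic FluxOR thallium fluorescence, 10-s 1-Hz baseline, 110-s post-stimulus read | measure = fluorescence change relative to baseline, converted to B score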
PolyA inh – polyadenylation inhibitors in yeast reporter cells, primary screen, luminescence, S. cerevisiae; S. cerevisiae SKY197-pL101 polyadenylation reporter, beta-gal luminescence; efflux-impaired pdr1/pdr3 knockout yeast; score 100 = 6 SD above DMSO; calls only at 12 µM; hit rate 0.02% among 300,000; AID 1875, 2009;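 active = lowest replicate activity score at least 50, where 100 means six control SD above control mean; inconclusive = lowest score under 50 but half or more replicates reach 50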;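 also: yeast exposed to compound for 9 h at 30 °C; higher score means more reporter readthrough which indicates perturbed polyadenylation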
DYRK1A inh – rat Dyrk1A kinase inhibitors, primary screen, biochemical, single point, plate reader; inhibition, % at 12.5 µM; ADP-Glo luminescence, NFATc1 peptide; hit rate 0.43% among 310,000; AID 504441, 2011; Dual specificity tyrosine-phosphorylation-regulated kinase 1A (Rattus norvegicus), Q63470; in the data active = inhibition above about 50%;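 also: plate controls were vehicle with enzyme for no effect and no enzyme for full effect; many of its hits are not listed in these tables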
HDAC3 inhib – HDAC3 deacetylase inhibitors, primary screen, biochemical, fluorescence, cell-free homogeneous. recombinant HDAC3, fluorogenic peptide/trypsin coupled. inhibition, % at 8.3 µM. hit rate 0.15% among 320,000. AID 2718, 2010; in the data active = inhibition above about 26%, passing the limit was not always enough; inconclusive = no clear call, values can overlap the other calls
Target sequence (O15379 whole entry, looked up): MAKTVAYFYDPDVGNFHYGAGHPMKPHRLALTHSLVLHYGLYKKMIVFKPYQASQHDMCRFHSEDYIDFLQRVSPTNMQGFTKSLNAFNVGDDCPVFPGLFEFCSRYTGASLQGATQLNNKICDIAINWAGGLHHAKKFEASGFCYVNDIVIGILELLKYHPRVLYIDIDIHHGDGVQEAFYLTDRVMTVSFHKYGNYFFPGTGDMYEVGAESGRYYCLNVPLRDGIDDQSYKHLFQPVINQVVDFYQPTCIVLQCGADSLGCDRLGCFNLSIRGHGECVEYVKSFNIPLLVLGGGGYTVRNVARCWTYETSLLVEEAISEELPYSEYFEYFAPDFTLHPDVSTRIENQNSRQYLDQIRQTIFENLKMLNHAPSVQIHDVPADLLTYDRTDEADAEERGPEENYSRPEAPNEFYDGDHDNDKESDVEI
An asterisk follows results filed as active; i = inactive; u = inconclusive; x = no result given. This is a subset (hit frequency here may not be typical).

SMILES	RGS4 act	GSK3A inh	KCNQ1 block	KCNK9 inh	hERG protect	GSK3B inh	KCNK3 inh	KCNQ1 pot	PolyA inh	DYRK1A inh	HDAC3 inhib
COc1cc(NC(c2ccccc2)c2ccccc2)cc(OC)c1OC	i	-1	i	i	-8	0	i	i	i	x	-1
CC1(C)CN(c2ccccc2)N(Cc2ccc(F)cc2)C1=O	i	-1	i	i	-10	-3	i	i	i	0	u
CCOc1ccccc1NC(=O)Nc1ccc(CC#N)cc1	i	-2	i	i	-11	4	i	i	i	2	-4
CCCN(CC(=O)Nc1ccccc1OC)C(=O)c1ccncc1	i	0	i	i	-4	1	i	i	i	3	9
COc1cc(/C=C2\N=C(c3c(-c4ccccc4)noc3C)OC2=O)ccc1OC(C)=O	i	1	i	i	-8	-3	i	i	i	-2	0
CCC(C)(C)n1nnnc1C(c1ccc(O)c(OC)c1)N1CCc2ccccc2C1 (centres undefined)	i	0	i	i	-30	-2	i	i	i	-4	3
CCC(=O)N/C(=N/c1nc(C)cc(C)n1)Nc1cccc(OC)c1	i	0	i	i	-4	-6	i	i	i	11	-1
CCC1=C(c2ccc(C)cc2)S(=O)(=O)N=C1N1CCC(C(=O)NCCCN2CCCCC2C)CC1 (centres undefined)	i	1	i	i	-7	1	i	i	i	-5	4
CCCn1c(=O)c(C(=O)NCCc2ccc(OC)c(OC)c2)c(O)c2ccccc21	i	-2	9*	i	-3	4	-11*	i	i	-5	-3
COCCCNC(=O)/C(C#N)=C/c1ccc(F)cc1	i	-3	i	i	-8	-24	i	i	i	x	-1
O=C(COc1c(Br)cc(Br)c2cccnc12)N1CCc2ccccc2C1	i	-1	i	i	-6	-2	i	i	i	0	-5
CC1=C(C(=O)OCC2CCCO2)C(c2cccc(O)c2)NC(=O)N1 (centres undefined)	i	-3	i	i	-3	-1	i	i	x	-7	-8
CCn1c(-c2ccccc2Cl)nn(CC(=O)Nc2ccccc2OC)c1=S	i	-1	i	i	-6	2	i	i	i	0	-1
COc1cccc(CN2CC(C(=O)NCc3cccc(Cl)c3)CCC2=O)c1 (centres undefined)	i	x	i	i	-14	0	i	i	i	-2	x
Cc1cc(-c2ccccc2)nc(N/N=C/c2ccc(O)cc2O)n1	-7.2*	-1	i	-15*	-17	-4	i	i	i	10	3
CN(Cc1ccccc1)C(=O)c1ccc(NC(=O)c2ccccc2)cc1	i	1	i	i	-15	0	i	i	i	-3	-12
CCCCC1=CC2=C(c3ccco3)C(=O)C(C)(OC(=O)c3ccc(OC)cc3)C(=O)C2=CN1CCN1CCOCC1 (centres undefined)	i	0	i	i	-3	-1	i	i	i	-4	-1
O=c1cc(O)c2ccccc2[nH]1	i	1	i	i	-3	0	i	i	i	0	7
COC(=O)COc1cccc(NC(=O)c2cccs2)c1	i	-1	i	i	-10	5	i	i	i	3	-2
O=C(CN1C(=O)c2ccccc2S1(=O)=O)c1ccccc1F	i	-1	i	i	-6	0	i	i	i	-7	0
Cc1cc(N2CCN(S(=O)(=O)c3ccccc3)CC2)c2ccccc2n1	i	2	i	i	-15	-1	i	i	i	9	4
Cc1cc(Oc2ccc(=O)n(C)n2)nc(=S)[nH]1	i	x	i	i	-10	2	x	i	i	x	1
COc1ccc(O)c(CN2CCN(CCCc3ccccc3)C(CCO)C2)c1 (centres undefined)	i	7	i	i	-9	-5	i	i	i	x	-2
CCCCNC(=S)N(C)/N=C/c1sc(N2CCCCC2)nc1-c1cccs1	i	-1	i	i	-8	3	x	i	i	x	x
CCN(CC)CCn1c(=S)[nH]c2ccc(Br)cc2c1=O	i	-2	i	i	-12	0	i	i	i	7	-9

The closing 2 entries of the part above open the next one:
SMILES	RGS4 act	GSK3A inh	KCNQ1 block	KCNK9 inh	hERG protect	GSK3B inh	KCNK3 inh	KCNQ1 pot	PolyA inh	DYRK1A inh	HDAC3 inhib
CCCCNC(=S)N(C)/N=C/c1sc(N2CCCCC2)nc1-c1cccs1	i	-1	i	i	-8	3	x	i	i	x	x
CCN(CC)CCn1c(=S)[nH]c2ccc(Br)cc2c1=O	i	-2	i	i	-12	0	i	i	i	7	-9
O=c1cc(CSc2n[nH]c(=O)n2C2CC2)c2ccc(O)cc2o1	i	9	i	i	-9	3	i	i	i	x	5
CCOC(=O)C1=C(O)C(=O)N(c2ccc(S(N)(=O)=O)cc2)C1c1ccc([N+](=O)[O-])cc1 (centres undefined)	i	x	i	i	-6	2	i	i	i	-4	9
COC(=O)CCC(=O)NNC(=O)c1ccc(Br)cc1	i	-2	i	i	-6	-3	i	i	i	1	4
Cc1ccc(C2C(C#N)=C(N)Oc3c2sc2ccccc32)o1 (centres undefined)	i	3	i	i	-16	0	x	i	x	x	2
CCCN(CC(=O)Nc1ccccc1C)C(=O)c1ccc(NC2CC2)c([N+](=O)[O-])c1	i	0	i	i	-14	0	i	i	i	5	0
COc1ccccc1N(C)S(=O)(=O)c1ccc(Cl)c(C(=O)NCCCN2CCOCC2)c1	i	-2	i	i	-12	0	i	i	i	-9	0
CC(C)(C)NC(=O)Cn1nnc(-c2ccc(S(C)(=O)=O)cc2)n1	i	-4	i	i	-4	1	i	i	i	-4	0
O=C1/C(=C/C=C/c2ccco2)SC(=S)N1c1ccc(O)cc1	i	9	i	i	-17	-3	i	i	x	3	4
CCOC(=O)C(NS(=O)(=O)c1ccccc1)(C(F)(F)F)P(=O)(OC(C)C)OC(C)C (centres undefined)	i	19	i	i	-3	3	i	i	i	5	-3
CCOC(=O)c1[nH]c(CO)c(C(=O)OCC)c1C	i	0	i	i	-4	2	i	i	i	2	1
O=[N+]([O-])c1ccc(/C=C/c2ccc3cccc([N+](=O)[O-])c3n2)cc1	i	0	i	i	-4	1	i	i	i	0	-1
Cc1cccn2cc(COc3cccc([N+](=O)[O-])c3)nc12	i	3	i	i	-8	1	i	i	i	-6	-1
COc1cccc(N=Nc2ccc3ccccc3c2O)c1	i	0	i	i	-2	0	i	i	i	-2	2
Cc1ccc(C)c(C2=NNC(=O)CC2)c1	i	-1	i	i	-12	-2	i	i	i	-5	-6
Cc1ccc(CNC(=O)C2(c3cccs3)CCOCC2)cc1	i	x	i	i	-13	1	i	i	i	15	x
Cc1ccc(C2(CCN)CCOC(C(C)C)C2)cc1 (centres undefined)	i	-4	i	i	-9	1	i	i	i	1	2
Cc1cccc(OCC(=O)Nc2nc3ccc([N+](=O)[O-])cc3s2)c1	i	-3	i	i	-3	-3	i	i	i	64*	-1
Cc1ccc(NCC(=O)N/N=C\C(Br)=C\c2ccccc2)cc1	i	15	i	i	-3	-4	i	i	i	-6	-7
N#CCSc1nc2ccccc2o1	i	0	i	i	-10	-3	i	i	i	3	1
CCN(CC)c1ccc(O)c(C=Nc2ccc(C)c(C)c2)c1	i	0	11*	i	-9	2	i	i	i	-1	9
O=C(c1cc(-c2ccc(Cl)cc2)on1)N1CCc2ccccc2C1	i	-3	i	i	-2	2	i	i	i	3	5
N#CC1(NC(=O)COC(=O)CCN=C2NS(=O)(=O)c3ccccc32)CCCCC1	i	-1	i	i	-10	-3	i	i	i	-4	-2
Cn1c(=NC(=O)COc2ccccc2)sc2cccc(F)c21	i	-1	i	i	-5	-3	i	i	i	1	-2
CCn1c2ccccc2c2nnc(SCC(=O)c3ccccc3)nc21	i	-3	i	i	-20	-1	i	i	i	-6	-7
CCOc1ccc(C(c2c(NC(=O)c3ccccc3)sc(C)c2C)N2CCN(CCO)CC2)cc1 (centres undefined)	i	1	i	i	-15	-3	i	i	i	-5	-4

Next records
SMILES	RGS4 act	GSK3A inh	KCNQ1 block	KCNK9 inh	hERG protect	GSK3B inh	KCNK3 inh	KCNQ1 pot	PolyA inh	DYRK1A inh	HDAC3 inhib
CC(Oc1ccccc1)C(=O)N(CCC1=CCCCC1)c1c(N)n(Cc2ccccc2)c(=O)[nH]c1=O (centres undefined)	i	-2	i	i	-18	0	i	i	i	3	4
Clc1ccc(-n2ncc3c(NCc4cccnc4)ncnc32)cc1Cl	i	-6	i	i	-8	0	i	i	i	4	0
Cc1ccccc1-c1noc(-c2ccccc2C(=O)N2CCCC2)n1	i	-1	i	i	-4	4	i	i	i	4	-8
CCN(CC)C1=CC2=CC(=C(C#N)C#N)CCC2CC1 (centres undefined)	i	2	i	i	-21	1	i	i	x	19	0
C=CCC1(Cl)C(=O)C(Cl)=C(N2CCN(C)CC2)C1(OC)OC (centres undefined)	i	1	i	i	-1	0	i	i	i	10	-1
O=c1sc(N2CCN(c3ccc(F)cc3)CC2)nc2ccsc12	i	-1	i	i	-4	-5	i	i	i	6	0
COc1ccc(CCC(C)Nc2ccc(F)c(F)c2)cc1 (centres undefined)	i	3	i	i	-6	-9	i	i	i	-1	5
Cn1c(N)c(C(=O)COC(=O)C2CCN(S(=O)(=O)c3cccs3)CC2)c(=O)n(C)c1=O	i	-3	i	i	-8	-2	i	i	i	-1	6
O=C1N(c2ccccc2)C(c2ccc(Cl)cc2)N2CCCN12 (centres undefined)	i	0	i	i	-9	3	i	i	i	-3	7
O=C(Nc1scc(-c2ccc(F)cc2)c1C(=O)O)c1ccco1	i	-2	i	i	-7	2	i	i	i	11	5
CCOC(=O)N1CCN(CC(=O)Nc2c(C(=O)OC)[nH]c3ccc(Cl)cc23)CC1	i	13	i	i	-3	0	i	i	i	2	-4
CCCN1CCN(S(=O)(=O)c2ccc(-n3cnnn3)cc2)CC1	i	x	i	i	-9	-2	i	i	i	0	x
Cc1ccc(C(=O)N2CCC3(CC2)Oc2ccc(Cl)cc2C(=O)C32CC(c3ccccc3)=NO2)s1 (centres undefined)	i	-4	i	i	-9	3	i	i	i	4	5
CC(=O)Nc1nc(C)c(Oc2ccccc2)c(=O)[nH]1	i	0	i	i	-7	-3	i	i	i	0	0

Bioassay records as filed in PubChem.
